# LDHA block = blocks human lactate dehydrogenase A | hit rate 0.15% among 480,000 | purified LDHA, NADH/diaphorase-resazurin fluorescence; active compounds read low | AID 1347041 | activity change, % (values are at about 110 or 230 µM) | P00338; in the data active = activity change below about -30%; inconclusive = mostly about -25% to -30%;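 note: plate controls were DMSO wells for no effect and wells without enzyme for full effect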
#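 Enzyme activity of human lactate dehydrogenase 5 (2 nM; 0.06 mM NADH, 0.2 mM pyruvate, 5 min, RT) is measured via a resazurin/diaphorase fluorescence readout of residual NADH.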
# POLI inh = inhibitors of human DNA polymerase iota; AID 588590; Pol iota fluorescent replication assay, 10 min; hit rate 1% among 390,000; Q9UNA4; Potency, µM (series often up to 115 µM), inactives show at the highest dose activity, negative = inhibition, hits mostly inhibitors; note: potency is the fitted concentration of half-maximal effect
#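 Fluorescent replication assay read twice, at 0 min and 10 min after adding 50 nM (final) substrate. Enzyme (10 nM) and compounds were first incubated 15 min at room temperature; enzyme-free buffer wells were negative controls.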
# Pol beta inh = inhibitors of human DNA polymerase beta. Pol beta primer extension/strand displacement, fluorescence kinetic. P06746. hit rate 1.3% among 340,000. Potency, µM (doses to about 114 µM), for the others: top-dose activity change, negative = inhibition, most hits filed as inhibitors. AID 485314; note: potency is the fitted concentration of half-maximal effect; % is set by controls: 0 for no effect and ±100 for the full control effect
#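 Preincubation: enzyme (10 nM) with compound, 15 min, RT. Reaction: substrate added to 50 nM final. Reads: 0 and 10 min. Analysis: normalized, Hill fit.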
# BLM inh = inhibitors of human Bloom syndrome helicase BLM | recombinant BLM DNA unwinding, fluorescence dequenching | Potency, µM (series often up to 56.1 µM), without a hit: at the top dose activity change, negative = inhibition, usual class: inhibitors | hit rate 0.2% among 350,000 | AID 2528;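 note: potency is the fitted concentration of half-maximal effect; plate controls were vehicle for no effect and no enzyme for full effect; nearly all actives have a fitted effect of over 35% in size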
# POLK inh = blocks human DNA polymerase kappa activity. Q9UBT6. Potency, µM (series often up to 107 µM), for inactives: at the top dose activity, negative = inhibition, actives largely listed as inhibitors. hit rate 0.53% among 400,000. purified Pol kappa, fluorescent DNA synthesis assay, 10 min; note: potency is the fitted concentration of half-maximal effect; % is set by controls: 0 for no effect and ±100 for the full control effect
#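 Here, compound and 10 nM enzyme are combined for 15 min at room temperature; adding 50 nM substrate (final) starts DNA synthesis, tracked by fluorescence at 0 and 10 min against buffer-only wells.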
# Anesthetic bind = binds horse apoferritin like a general anesthetic; P02791; apoferritin/1-aminoanthracene competitive binding, fluorescence; Potency, µM (series often up to 77.5 µM), for inactives: at the highest dose activity change, negative = displacement, usual class: inhibitors; hit rate 0.074% among 350,000; AID 485281; note: potency is the fitted concentration of half-maximal effect; % is set by controls: 0 for no effect and ±100 for the full control effect; nearly all actives have a fitted effect of over 20% in size
# Target sequence (P02791 2-175 limits assumed): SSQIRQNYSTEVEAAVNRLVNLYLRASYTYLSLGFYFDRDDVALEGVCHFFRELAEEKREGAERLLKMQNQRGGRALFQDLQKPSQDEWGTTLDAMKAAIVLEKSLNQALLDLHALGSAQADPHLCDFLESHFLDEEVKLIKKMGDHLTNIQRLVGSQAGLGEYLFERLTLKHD
#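 In PBS, apoferritin at 10 uM is loaded with 1-AMA from a 50% saturated solution. After 10 min of compound exposure at ambient temperature, reduced 535 nm fluorescence indicates probe displacement.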
# GRP78 ERSR act = ER stress response induction in glioma; U87-MG GRP78 promoter luciferase reporter, 16 h; Potency, µM, for the others: top-dose activation, hits mostly activators; hit rate 0.02% among 420,000; AID 602332; note: potency is the fitted concentration of half-maximal effect; series mostly up to about 76 µM; % of control where 0% means no effect; nearly all actives have a fitted effect of over 35% in size
#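 Stably transfected U87-MG human glioma cells carrying a GRP78-based luminescent sensor were seeded at 1000 cells/well, pin-dosed with compounds and incubated 16 h. Luciferase reagent was then added, and end-point luminescence was read after 10 min at room temperature.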
# APE1 inh = APE1 (human) endonuclease inhibition; Potency, µM (highest dose often 65.8 µM), for the others: top-dose activity change, negative = inhibition, actives largely listed as inhibitors; P27695; recombinant APE1, TAMRA/BHQ-2 abasic DNA cleavage fluorescence; hit rate 0.35% among 350,000; AID 2517;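 note: potency is the fitted concentration of half-maximal effect; plate controls were vehicle for no effect and reference inhibitor for full effect; nearly all actives have a fitted effect of over 55% in size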
# Target sequence (P27695 whole entry, looked up): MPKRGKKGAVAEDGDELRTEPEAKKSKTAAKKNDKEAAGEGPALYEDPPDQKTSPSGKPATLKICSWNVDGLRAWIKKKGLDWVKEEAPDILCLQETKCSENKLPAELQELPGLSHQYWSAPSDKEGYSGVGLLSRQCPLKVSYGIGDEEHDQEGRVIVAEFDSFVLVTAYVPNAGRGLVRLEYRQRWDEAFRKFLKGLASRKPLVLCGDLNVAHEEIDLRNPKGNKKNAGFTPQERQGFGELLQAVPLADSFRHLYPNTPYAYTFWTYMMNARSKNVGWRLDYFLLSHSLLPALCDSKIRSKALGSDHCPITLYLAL
#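 0.75 nM APE1 + cpd, 15 min RT; start w/ 50 nM TAMRA/BHQ-2 THF-abasic dsDNA; kinetic fluor 525/598 nm ×3 reads @60 s; Δ(read3−read1); normalized to DMSO and NSC13755 control wells.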
# POLH inh = DNA polymerase eta (human) inhibition; hit rate 1.2% among 390,000; recombinant Pol eta, fluorescent DNA replication assay; Potency, µM (highest dose often 114 µM), for inactives: at the top dose activity change, negative = inhibition, hits mostly inhibitors; note: potency is the fitted concentration of half-maximal effect; % is set by controls: 0 for no effect and ±100 for the full control effect
#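 Pol eta (10 nM) was preincubated with compounds for 15 min at room temperature, after which fluorescent replication substrate (50 nM final) was added to start the reaction. Fluorescence was read kinetically at 0 and 10 min.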
# * = called active by the depositor; ? = inconclusive; . = no result given; & = joins results of further samples; [ ] = dose if it differs, or a comment. Unless noted, calls come from the whole dose curve; as a rule, active = well fitted curve in the direction sought with a large enough effect; inconclusive = small, poorly fitted or top-dose-only effect, or another doubt; inactive = no such curve, though single readings can be large; an effect the other way counts as inactive or inconclusive. Not all compounds are listed. The share of hits here may be higher or lower than overall.
# Values run as follows: LDHA block	POLI inh	Pol beta inh	BLM inh	POLK inh	Anesthetic bind	GRP78 ERSR act	APE1 inh	POLH inh
- CN1CCN(Cc2c(C(=O)N/N=C/c3cccc(Br)c3)nnn2-c2nonc2N)CC1
  -11	-7%	3%	-10%	4%	-13%	4%	-11%	-2%
- CCN1CCN(CC(=O)c2cc(OC)c(OC)c(OC)c2)CC1
  1	33%[activator]	-1%	1%	-4%	-5%	-3%	0%	-7%
- CCc1c(C(=O)N/N=C/c2sccc2C)nnn1-c1nonc1N
  -3	-9%	23%	-6%	3%	-4%	3%	4%	-8%
- O=C(O)c1ccc(COc2ccccc2Cl)cc1
  -6	-8%	-8%	0%	-7%	-9%	0%	-5%	-3%
- CC(=O)[C@@H]1[C@@H]2C(=O)N(C3CCCCC3)C(=O)[C@@H]2C2c3ccccc3C=CN21 (some centres not stated)
  .	.	7%	-22%	.	-13%	.	?	.
- Cc1nc(NC(CC(C)C)C(=O)O)c2nc(C)oc2n1 (configuration not stated)
  -11	17%	7%	1%	-11%	14%	5%	2%	-5%
- CC(=O)c1c(C)c[nH]c1C
  -7	0%	7%	0%	-8%	-4%	-1%	-1%	-18%
- Cc1cccc(NC(=O)Nc2ccc(Cl)c(Cl)c2)n1
  -6	87%[activator]	-18%	-3%	2%	-6%	-9%	22%	0%
- COc1ccc(-n2cc(CNCCCn3ccnc3)c(-c3cccc(F)c3)n2)cc1
  -2	20%	2%	27%	-4%	-9%	-3%	20%	-15%
- CN(C)/N=C/c1ccc(OS(=O)(=O)c2ccccc2)cc1
  1	57%[activator]	2%	-8%	0%	-6%	0%	2%	1%
- Cn1c(C(=O)Nc2cccc(Cl)c2)cc2c(=O)n(C)c3ccccc3c21
  -4	40%[activator]	12%	-20%	1%	-6%	1%	.	-15%
- Cc1cc(C)c(S(=O)(=O)c2ccccc2Cl)c(=O)[nH]1
  -6	-8%	4%	-5%	-3%	2%	1%	16%	0%
- CCSC1=NC(C)(C)C=C(/C=C/c2ccc(Cl)cc2Cl)N1
  20	-4%	3%	-10%	-1%	?	?	-5%	-20%
- CCOc1cc(CNc2ccc3cn[nH]c3c2)ccc1OC
  28	?	-13%	2%	-36%	-1%	0%	-11%	?
- Cc1cccc(-c2nc(S(=O)(=O)c3ccccc3)c(N3CCOCC3)o2)c1
  -5	39%[activator]	0%	-9%	-6%	-5%	-3%	14%	-3%
- CCOC(CNC(=O)c1nnc(Cc2cc(OC)c(OC)c(OC)c2)o1)OCC
  1	42%[activator]	0%	0%	0%	-4%	-4%	3%	-3%
- O=C(c1ccc(F)cc1)N1CCC(C(=O)N2CCN(S(=O)(=O)c3cccc([N+](=O)[O-])c3)CC2)CC1
  -4	32%[activator]	.	.	-7%	.	-2%	-1%	-13%
- Cc1cc2occ(CC(=O)O)c2cc1C
  -5	3%	1%	0%	-13%	-6%	-3%	3%	?
- Cc1cccc(C(=O)N[C@H](C(=O)Nc2nnc(C3CC3)s2)C(C)C)c1
  -4	-2%	0%	-19%	-5%	-10%	-3%	7%	-10%
- CCOC(=O)C1CCN(Cc2ccccc2C(F)(F)F)CC1
  -14	-9%	-21%	-1%	0%	-9%	-3%	4%	-7%
- COc1ccccc1C(=O)NCCC(=O)Nc1cccnc1
  -7	-3%	11%	-9%	-14%	0%	0%	-1%	-14%
- COC(=O)Cn1nc(-c2ccccc2)c2ccccc2c1=O
  5&-8	3%	24%	0%	-4%	-17%	-5%	-2%	7%
- Cc1ccc2[nH]c3nc(N/N=C/c4cccc(O)c4)nnc3c2c1
  -15	?	5µM*	-19%	-6%	-10%	-4%	-19%	-9%
- C=CCNC(=O)c1onc(CSc2ccc(OC)cc2)c1C(=O)O
  -11	-8%	-1%	-1%	-10%	-8%	-4%	-3%	-3%
- NC(C(=O)O)c1ccc(P(=O)(O)O)cc1 (configuration not stated)
  .	.	.	.	5%[19.4 µM]	-4%	-5%	1%	.
- CC(=O)Nc1c(C)ccc2nsnc12
  -2	22%	-9%	-2%	-1%	4%	-2%	2%	-1%
- COc1cc2nc(SCC(=O)Nc3ccccc3F)n3nc(-c4ccccc4)nc3c2cc1OC
  -2	-25%	0%	-3%	-20%	-6%	-4%	.	-12%
- Cc1nn(CC(=O)NCc2ccco2)c(=O)c2cc3ccccc3n12
  -9	35%[activator]	3%	-5%	3%	-5%	2%	.	-14%
- CSCCC(NC(=O)C12CC3CC(CC(C3)C1)C2)C(=O)OCC(=O)c1ccccc1 (configuration not stated)
  -13	28%	0%[57.1 µM]	0%	-8%	4%	0%	12%	11%
- CNC(=O)Nc1ccc2snnc2c1
  -4	-6%	8%	4%	-7%	-5%	-2%	-2%	3%

# Fetched by compound from the list above (three):
# Values run as follows: LDHA block	POLI inh	Pol beta inh	BLM inh	POLK inh	Anesthetic bind	GRP78 ERSR act	APE1 inh	POLH inh
- NC(C(=O)O)c1ccc(P(=O)(O)O)cc1 (configuration not stated)
  .	.	.	.	5%[19.4 µM]	-4%	-5%	1%	.
- CCOc1cc(CNc2ccc3cn[nH]c3c2)ccc1OC
  28	?	-13%	2%	-36%	-1%	0%	-11%	?
- CC(=O)[C@@H]1[C@@H]2C(=O)N(C3CCCCC3)C(=O)[C@@H]2C2c3ccccc3C=CN21 (some centres not stated)
  .	.	7%	-22%	.	-13%	.	?	.

# Next records follow:
molecule	LDHA block	POLI inh	Pol beta inh	BLM inh	POLK inh	Anesthetic bind	GRP78 ERSR act	APE1 inh	POLH inh
COc1cccc(OC)c1C(=O)Nc1ccc(C(=O)NCc2ccccc2)cc1	-3	6%	45%	-3%	-2%	-20%	-1%	10%	-13%
COc1cccc(NC(=S)Nc2cccnc2)c1	2	14%	4%	2%	-1%	-6%	0%	1%	-3%
CCOc1ccc(C2C(C(=O)c3ccc(C)o3)=C(O)C(=O)N2c2cc(C)on2)cc1OC (configuration not stated)	0	-9%	-2%	-5%	1%	8%	1%	14%	-7%
Cc1cccc2cn[nH]c12	-2	4%	-12%	4%	10%	-15%	-3%	-4%	-12%
CCc1ccc(NC2=NC(C(=O)c3ccccc3)CC(=O)N2)cc1 (configuration not stated)	-4	13%	?	-6%	-7%	0%	-2%	1%	-2%
O=C(CSc1nc2ccccc2o1)NCc1n[nH]c(=O)c2ccccc12	-6	12%	22%	1%	-4%	-6%	5%	4%	-10%
CC(C)CCNC(=O)c1cc2cc(S(=O)(=O)N3CCCCC3)ccc2n1C	-3	12%	-4%	-1%	-5%[60.1 µM]	0%	-4%	.	-3%
COc1cc(N/N=C(\C)c2ccc(O)c(C)c2)nc(-c2ccccc2)n1	-2	29%	-17%	-17%	-19%	-12%	16%	-5%	-21%
CCn1c2ccccc2c2nnc(SCCN3CCOCC3)nc21	-2	?	24%	-6%	-12%	-9%	0%	-10%	-9%
Cc1cccc(N(C)c2nc3ccccc3c3nnc(C)n23)c1	2	40%[activator]	1%	2%	3%	98%[activator]	-2%	.	-17%
Cc1ccc(NC(=S)N2CCN(c3ccccn3)CC2)cc1C	-6	14%	14%	-6%	0%	-5%	5%	-1%	-6%
Cc1cccc(N2CCN(C(=O)C(Cc3ccccc3)n3cccc3)CC2)c1C (configuration not stated)	2	?	?	-9%	-4%	-1%	-3%	?	-5%
Clc1ccc(C[n+]2cc(-c3ccc(Cl)cc3)n3c2CCC3)cc1	-3	79%[activator]	?	-5%	-6%	-14%	-3%	3%	-16%
Cc1ccc2c(C)[nH]c(=O)cc2c1	-2	17%	-1%	1%	-4%	-6%	-1%	-1%	-12%
Cc1ccc(C(C)C)cc2c(C)ccc1-2	2	4%	.	5%&2%	1%	-9%	2%&-5%&-2%	1%	1%
Cc1onc(-c2ccccc2)c1C(=O)N1CCN(S(=O)(=O)c2ccc(OC(F)(F)F)cc2)CC1	-2	-15%	56%	-3%	9%	-9%	-2%	-12%	-20%
COc1ccccc1N1CCN(CC(O)COc2ccc3c(C)cc(=O)oc3c2)CC1 (configuration not stated)	3	35%[activator]	-23%	-2%	1%	-9%	-4%	4%	-15%
OCCNc1nc2ccc(Cl)cc2[nH]1	-1	2%	-4%	-7%	-8%	9%	-2%	3%	-9%
COc1cc(OC)cc(C(=O)NCC(=O)OCC(=O)/C=C2/N(C)c3ccccc3C2(C)C)c1	0	29%	?	-25%	-17%	215%[activator]	-6%	-8%	-30%
CN1C2C=C3C(C#N)=C(N)C(C#N)(C#N)[C@@H](c4ccsc4)[C@@H]3C1CC2 (some centres not stated)	13	35%[activator]	0%	-12%	-4%	-9%	-1%	-3%	-2%

# 3 compounds out of the list above, sorted by their value in BLM inh, largest number first.
SMILES	BLM inh
O=C(CSc1nc2ccccc2o1)NCc1n[nH]c(=O)c2ccccc12	1%
COc1ccccc1N1CCN(CC(O)COc2ccc3c(C)cc(=O)oc3c2)CC1 (configuration not stated)	-2%
OCCNc1nc2ccc(Cl)cc2[nH]1	-7%

# Screens as filed in PubChem BioAssay.
